Source: PubChem BioAssay (NMMLSC)
Rac1 act GTP bind: human Rac1 activated mutant GTP binding change | hit rate 0.11% among 190,000 | P63000 | GST-Rac1 activated beads, fluorescent GTP binding, flow cytometry; actives lie on both sides; 100% means binding = to untreated wells | percent activity (GTP binding), % at 10 µM | AID 764;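 active = GTP binding at least 20 percentage points away from the 100% baseline, in either direction, so actives lie on both sides; inconclusive = Compound likely fluorescent itself, or too few beads counted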
Bim-Bcl-2: inhibitors of Bim-Bcl-2 interaction, human | hit rate 0.06% among 190,000 | inhibition, % at 10 µM | P10415 | Bead-based flow cytometry, Bim peptide-Bcl-2 binding; in the data active = inhibition above about 40%; inconclusive = no clear call, values can overlap the other calls;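 note: 0% = no compound wells with probe peptide and 100% = reference peptide inhibitor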
Target sequence (P10415 whole entry, looked up): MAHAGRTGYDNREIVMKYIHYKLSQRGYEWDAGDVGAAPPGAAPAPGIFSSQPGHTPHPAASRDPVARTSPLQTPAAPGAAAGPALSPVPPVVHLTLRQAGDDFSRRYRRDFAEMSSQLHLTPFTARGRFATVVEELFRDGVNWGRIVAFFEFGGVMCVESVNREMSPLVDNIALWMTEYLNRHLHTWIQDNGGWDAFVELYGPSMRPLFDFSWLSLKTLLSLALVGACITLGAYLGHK
HRas wt GTP bind: changes GTP binding to wildtype human HRas; GTP binding activity, % at 10 µM; hit rate 0.14% among 190,000; GST-Ras wt beads, Bodipy-FL-GTP binding, flow cytometry; actives lie on both sides; P01112;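 active = GTP binding activity at least 20% away from the 100% baseline, either lowered as inhibitor or raised as activator; inconclusive = flagged as likely green fluorescent, judged across all proteins in the well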;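 note: 0% = unlabeled GTP competition control and 100% = no-compound control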
Bcl-XL Bim block: inhibitors of Bim-Bcl-XL interaction, human; inhibition, % at 10 µM; Q07817; Bim peptide-Bcl-XL binding, bead flow cytometry, fluorescence; hit rate 0.04% among 190,000
Target sequence (Q07817 whole entry, looked up): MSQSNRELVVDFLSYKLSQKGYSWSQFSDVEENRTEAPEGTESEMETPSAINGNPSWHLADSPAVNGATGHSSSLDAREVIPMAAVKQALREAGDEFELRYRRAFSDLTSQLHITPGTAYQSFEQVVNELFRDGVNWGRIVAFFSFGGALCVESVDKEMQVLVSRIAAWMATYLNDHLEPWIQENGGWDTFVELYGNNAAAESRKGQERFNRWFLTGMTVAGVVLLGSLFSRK
Bcl-B Bim block: inhibitors of Bim-Bcl-B interaction, human; Q9HD36; bead-based flow cytometry, Bim peptide-Bcl-B binding; inhibition, % at 10 µM; hit rate 0.073% among 190,000; AID 951;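 note: 0% = tracer peptide without compound and 100% = reference inhibitor peptide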
Target sequence (Q9HD36 whole entry, looked up): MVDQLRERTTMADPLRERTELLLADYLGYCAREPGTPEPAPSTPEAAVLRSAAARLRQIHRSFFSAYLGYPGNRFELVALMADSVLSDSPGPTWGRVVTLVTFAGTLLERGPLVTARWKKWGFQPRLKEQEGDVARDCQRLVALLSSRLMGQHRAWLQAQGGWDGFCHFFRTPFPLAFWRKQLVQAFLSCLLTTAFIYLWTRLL
Rac1 wt GTP bind: alters GTP binding to wildtype human Rac1 | P63000 | GST-Rac1 beads, fluorescent GTP binding, flow cytometry; actives lie on both sides; 0 = cold GTP competed, 100 = untreated | GTP binding activity (% of control), % at 10 µM | hit rate 0.27% among 190,000;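 active = GTP binding activity at least 20 points away from the 100% control level, either lower or higher; inconclusive = compound flagged as likely green fluorescent, judged across all proteins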
Bim-Bcl-W: human Bim-Bcl-W interaction inhibition; bead-based flow cytometry, Bim peptide-Bcl-W binding; inhibition, % at 10 µM; hit rate 0.02% among 190,000; AID 952;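 note: 0% = bound tracer without compound and 100% = peptide blocker; higher means less fluorescent Bim peptide bound to Bcl-W beads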
Target sequence (Q92843 whole entry, looked up): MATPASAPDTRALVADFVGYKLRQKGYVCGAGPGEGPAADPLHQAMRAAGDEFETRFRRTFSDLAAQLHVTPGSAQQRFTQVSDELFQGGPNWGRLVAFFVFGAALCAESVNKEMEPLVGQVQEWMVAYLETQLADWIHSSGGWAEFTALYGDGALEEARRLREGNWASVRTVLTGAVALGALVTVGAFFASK
Rab7 wt GTP bind: dog Rab7 wildtype GTP binding, inhibitors and activators; AID 758; GST-Rab7 beads, fluorescent GTP binding, flow cytometry; actives lie on both sides; untreated = 100%, excess cold GTP = 0%; hit rate 0.055% among 190,000; GTP binding activity (percent of control), % at 10 µM;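 active = fluorescent GTP binding to Rab7 beads changed by at least 20 points from the 100% baseline, either direction, mostly lower; inconclusive = compound itself probably fluorescent, or too few beads counted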;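 note: median green fluorescence of bound Bodipy-FL-GTP per Rab7 bead population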
Bfl-1 Bim block: inhibitors of Bim-Bfl-1 interaction, human | Q16548 | Bead-based flow cytometry, Bim-Bfl-1 binding inhibition | inhibition, % at 10 µM | hit rate 0.12% among 190,000 | AID 1008;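 note: 0% = wells without compound plus tracer and 100% = blocker peptide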
Rab2 wt GTP: changes GTP binding to wildtype dog Rab2A, up or down; GST-Rab2 wt beads, Bodipy-GTP binding, flow cytometry; GTP binding activity, % at 10 µM; AID 760; hit rate 0.19% among 190,000; P61105;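 active = GTP binding activity at least 20 points away from 100%, either lowered or raised; inconclusive = signal likely due to the compound's own green fluorescence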;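 note: 0% = beads with excess unlabeled GTP and 100% = no-compound control corrected for plate trend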
Cdc42 wt GTP: changes GTP binding to wildtype human Cdc42. GST-Cdc42 beads, Bodipy-GTP binding, flow cytometry; actives lie on both sides. P60953. percent activity (GTP binding), % at 10 µM. hit rate 0.2% among 190,000;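 active = percent activity GTP binding at least 20 points away from the 100% baseline, either down as inhibitor or up as activator; inconclusive = compound flagged as likely green fluorescent from well-wide comparison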;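 note: median bead fluorescence of bound Bodipy-FL-GTP at 100 nM; 0% = excess unlabeled GTP control and 100% = no compound control; below 100% means less GTP binding so inhibitor and above means activator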
Numbers without * were called inactive; ? = inconclusive. Cut-off read from the data, not from the text of the source, unless noted: active = inhibition above about 40%.

SMILES	Rac1 act GTP bind	Bim-Bcl-2	HRas wt GTP bind	Bcl-XL Bim block	Bcl-B Bim block	Rac1 wt GTP bind	Bim-Bcl-W	Rab7 wt GTP bind	Bfl-1 Bim block	Rab2 wt GTP	Cdc42 wt GTP
COc1ccc(C(=O)NCC(=O)N/N=C/c2cn[nH]c2-c2ccccc2)cc1	94	0	96	1	1	95	2	95	-4	95	95
COc1ccc(C2CC(c3cccs3)n3nc(N)nc3N2)cc1 (stereo not given)	100	-3	100	-7	-14	104	-2	96	-5	99	100
Cc1ccc(-c2nnn(CC(=O)N(c3ccc(F)cc3)C(C(=O)NC(C)(C)C)c3ccco3)n2)o1 (stereo not given)	98	0	100	-1	-4	102	-2	100	0	100	98
Cc1ccccc1NC(=O)/C=C/c1cccs1	97	0	98	-3	-4	100	0	98	-8	95	97
COc1ccc(/C=C/C(=O)N(C)Cc2cccs2)cc1S(=O)(=O)N1CCOCC1	96	-1	98	-8	-8	103	-8	97	-6	99	97
Cc1noc(C)c1COc1cccc(C(=O)NCc2cccc(Cl)c2)c1	99	-3	101	0	-1	99	0	102	-2	102	101
COc1ccc(CNC(=O)CSc2ccsc2[N+](=O)[O-])cc1	94	0	95	-2	-1	98	0	96	-2	94	95
CN(C)CCCNC(=O)c1ccc(-c2ccccc2)cc1	95	0	99	1	0	96	-2	98	-1	95	98
COc1ccc(-c2cc(C(F)F)n3ncc(C(=O)Nc4cnn(Cc5ccccc5)c4)c3n2)cc1	94	-5	96	-4	-6	98	-2	97	-5	96	96
O=C(COc1ccc(Cl)cc1)OCc1csc(Nc2ccccc2)n1	98	-2	101	-14	-14	100	-9	100	-6	100	102
O=C(CCn1c(=O)c2ccccc2n(Cc2ccccc2)c1=O)NCc1ccc2c(c1)OCO2	100	0	103	-4	-2	100	0	101	-6	104	101
CC(C)c1nnc(NC(=O)CCC(=O)N2CCN(c3ccccn3)CC2)s1	102	-4	105	-2	-5	109	-1	101	-2	104	108
CC(=O)Nc1ccc(-c2nnc(SCC(=O)n3c4c(c5ccccc53)CCCC4)n2C)cc1	101	-7	103	-5	-5	103	1	101	-10	102	103
C=CCn1c(N2CCN(c3ccc(OC)cc3)CC2)nc2c1c(=O)[nH]c(=O)n2C	96	-2	98	0	0	98	-2	97	-4	95	98
Cc1cc(-c2nnc(CCC(=O)NC(Cc3ccccc3)c3ccccc3)o2)no1 (stereo not given)	94	-4	96	-5	-3	97	-1	94	-7	99	96
CCc1ccccc1-n1c(SCC(=O)NC)nnc1-c1cccnc1	98	-1	106	-2	0	105	0	109	1	105	109
O=S(=O)(NCc1ccc(Cl)cc1)NCc1ccccc1F	98	0	95	-1	-1	98	-1	95	-6	98	104
c1csc(-c2nnc(COc3ccc4c(c3)OCO4)o2)c1	92	0	96	4	4	96	7	102	8	96	96
CC(=O)c1c(C)nn(CCC(=O)O)c1C	96	-2	102	-1	-2	100	-4	104	-2	101	99
Cc1sc2nc(COC(=O)c3ccc(N4CCCC(C)C4)c([N+](=O)[O-])c3)[nH]c(=O)c2c1C (stereo not given)	97	-1	97	-7	-5	101	-5	95	-1	97	95
Cc1nc(NC(=O)c2cc3c(C)nn(-c4ccccc4)c3s2)sc1C(=O)Nc1ccccc1	93	3	89	0	4	90	5	92	0	90	89
CCOc1ccccc1N1CCN(C(=S)NC(=O)C23CC4CC(CC(C4)C2)C3)CC1	101	-3	101	-9	-10	106	-8	100	-6	101	105
CN(Cc1ccccc1)C(=O)c1cccc(N2C(=O)NC3CC2(C)Oc2ccccc23)c1 (stereo not given)	98	-16	101	-3	-5	103	0	100	-17	101	103
CCc1ccc(CNCc2cccs2)cc1	95	-3	99	-3	-3	102	0	100	-9	97	96
Fc1ccc(-c2cnn3c(-c4ccncc4)ccnc23)cc1	93	-4	94	-3	-5	97	-3	100	-8	96	92
O=C(C1CC=CCC1)N1CCN(C(=O)C2CC=CCC2)CC1 (stereo not given)	100	4	102	1	6	104	2	98	7	101	103
Cc1ccc(C)c(N2CCN(C(=O)CN3C(=O)c4ccccc4C3=O)CC2)c1	99	-4	99	-2	-2	98	3	97	0	97	98
COC(=O)c1ccc2[nH]c(C)c(CN3CCCC3)c(=O)c2c1	98	-12	98	-3	-1	98	0	102	-12	97	99
COc1ccc2nc(NC(=O)CSc3nnc(C)s3)sc2c1	98	0	99	-3	2	101	0	96	1	99	101
CCN1CCCc2cc(CN(CCN3CCOCC3)C(=S)Nc3cccc(Cl)c3)ccc21	94	-1	100	0	-7	102	3	106	5	102	98
COCCCNCC(=O)Nc1ccc(OC(F)(F)F)cc1	102	-7	103	-2	-4	108	0	102	-15	104	104
CC(C)CN1C(=O)c2ccc(C(=O)Nc3nccs3)cc2C1=O	98	-2	100	-3	-2	100	-1	100	0	99	99
CC(=O)Nc1ccc(/C=N/NC(=O)c2cccs2)cc1	94	1	98	2	-2	99	2	105	-2	97	95
CCC(=O)Nc1ccc(/C(C)=N\NC(=O)c2ccc(C)s2)cc1	97	-3	100	-3	-6	100	-1	98	-13	97	100
O=C(Nc1nc(-c2cccc([N+](=O)[O-])c2)cs1)c1cccc([N+](=O)[O-])c1C(=O)O	92	-3	93	-3	-1	94	-5	97	-7	94	92
O=S(=O)(c1cccs1)N1CCC(CO)(Cc2cccc(F)c2)CC1	96	-6	98	-2	-4	99	-2	102	-7	98	96
COc1cc(C=O)ccc1OCCOCCOc1c(C)cc(Cl)cc1Cl	99	-2	98	-1	-5	104	-2	99	-3	96	100
COc1ccc(-c2nnc(SCC(=O)N3CCC(Cc4ccccc4)CC3)o2)cc1OC	97	-6	98	-3	-2	100	0	96	-4	95	100
COc1ccc(-c2ncc3ccccn23)cc1OC	97	5	100	-1	1	102	5	98	3	100	97
COc1ccc(N2CCN(C(=O)C(Cc3ccccc3)n3cccc3)CC2)cc1 (stereo not given)	103	-10	104	-6	-11	108	0	101	-14	105	105
Cc1ccc(C)c(NC(=S)N2CCN(Cc3ccccc3)CC2)c1	94	-4	100	0	0	98	-1	109	-3	104	97
COc1ccc(/C=N/NC(=O)Cn2cnc3ccccc3c2=O)cc1OC	95	-2	97	-1	-2	100	-2	97	0	98	102
COc1ccc(C(NC=O)c2cc(OC)c(OC)cc2Br)cc1OC (stereo not given)	102	-3	102	-8	-5	104	-6	103	-9	104	101
FC(F)(F)c1cc(-c2ccccc2)nc2nc(N3CCOCC3)sc12	92	-3	99	-1	0	101	0	110	-6	100	99
O=C1CC(C(=O)O)S/C(=N\NC(=O)c2ccccc2)N1 (stereo not given)	97	-9	101	-6	-9	99	-4	101	-20	98	99
C=CCn1c(SCc2ccccc2)nc(O)cc1=O	101	-14	105	-5	-11	110	1	105	-12	105	108
COc1cccc(NC(=O)c2ccc(-c3ccccc3[N+](=O)[O-])o2)c1	92	0	94	-2	-10	93	0	92	-1	93	91
Cc1ccc(C)c(NC(=O)CSc2nnc([C@@H](N)Cc3ccccc3)o2)c1	99	-9	103	-7	-7	106	0	105	-15	103	104
CC1(C)Cc2nc3sc4c(SCC(=O)NC(c5ccccc5)c5ccccc5)ncnc4c3cc2CO1	99	1	104	0	2	100	0	105	0	104	102
O=C(CN1C(=O)COc2ccccc21)N(Cc1ccc2c(c1)OCO2)CC1CCCO1 (stereo not given)	96	-3	98	-3	-5	97	2	95	-10	96	97
CC(=O)c1cccc(S(=O)(=O)Nc2cccc(S(=O)(=O)NC3=NCCC3)c2)c1	?	-5	?	-4	-5	?	-1	?	-3	?	?
COC(=O)Oc1nsnc1N1CCOCC1	96	-13	97	-7	-34	98	0	94	10	94	98
CCc1cccc(OCCCCNCCOC)c1	101	-3	102	6	-8	106	0	99	-12	101	103
NNC(=O)c1nc[nH]c1C(=O)Nc1ccccn1	93	0	93	4	1	95	2	107	-3	92	92
Cn1c(=O)c2c(ncn2CC(=O)Nc2nc3ccc(F)cc3s2)n(C)c1=O	102	-3	106	-1	-2	112	4	107	-15	103	105

Compounds listed so far that contain an aryl methoxy group (14):
SMILES	Rac1 act GTP bind	Bim-Bcl-2	HRas wt GTP bind	Bcl-XL Bim block	Bcl-B Bim block	Rac1 wt GTP bind	Bim-Bcl-W	Rab7 wt GTP bind	Bfl-1 Bim block	Rab2 wt GTP	Cdc42 wt GTP
COc1ccc(C(=O)NCC(=O)N/N=C/c2cn[nH]c2-c2ccccc2)cc1	94	0	96	1	1	95	2	95	-4	95	95
COc1ccc(C2CC(c3cccs3)n3nc(N)nc3N2)cc1 (stereo not given)	100	-3	100	-7	-14	104	-2	96	-5	99	100
COc1ccc(/C=C/C(=O)N(C)Cc2cccs2)cc1S(=O)(=O)N1CCOCC1	96	-1	98	-8	-8	103	-8	97	-6	99	97
COc1ccc(CNC(=O)CSc2ccsc2[N+](=O)[O-])cc1	94	0	95	-2	-1	98	0	96	-2	94	95
COc1ccc(-c2cc(C(F)F)n3ncc(C(=O)Nc4cnn(Cc5ccccc5)c4)c3n2)cc1	94	-5	96	-4	-6	98	-2	97	-5	96	96
C=CCn1c(N2CCN(c3ccc(OC)cc3)CC2)nc2c1c(=O)[nH]c(=O)n2C	96	-2	98	0	0	98	-2	97	-4	95	98
COc1ccc2nc(NC(=O)CSc3nnc(C)s3)sc2c1	98	0	99	-3	2	101	0	96	1	99	101
COc1cc(C=O)ccc1OCCOCCOc1c(C)cc(Cl)cc1Cl	99	-2	98	-1	-5	104	-2	99	-3	96	100
COc1ccc(-c2nnc(SCC(=O)N3CCC(Cc4ccccc4)CC3)o2)cc1OC	97	-6	98	-3	-2	100	0	96	-4	95	100
COc1ccc(-c2ncc3ccccn23)cc1OC	97	5	100	-1	1	102	5	98	3	100	97
COc1ccc(N2CCN(C(=O)C(Cc3ccccc3)n3cccc3)CC2)cc1 (stereo not given)	103	-10	104	-6	-11	108	0	101	-14	105	105
COc1ccc(/C=N/NC(=O)Cn2cnc3ccccc3c2=O)cc1OC	95	-2	97	-1	-2	100	-2	97	0	98	102
COc1ccc(C(NC=O)c2cc(OC)c(OC)cc2Br)cc1OC (stereo not given)	102	-3	102	-8	-5	104	-6	103	-9	104	101
COc1cccc(NC(=O)c2ccc(-c3ccccc3[N+](=O)[O-])o2)c1	92	0	94	-2	-10	93	0	92	-1	93	91

2 entries from above, with the structure last.
Rac1 act GTP bind,Bim-Bcl-2,HRas wt GTP bind,Bcl-XL Bim block,Bcl-B Bim block,Rac1 wt GTP bind,Bim-Bcl-W,Rab7 wt GTP bind,Bfl-1 Bim block,Rab2 wt GTP,Cdc42 wt GTP,mol
99,1,104,0,2,100,0,105,0,104,102,CC1(C)Cc2nc3sc4c(SCC(=O)NC(c5ccccc5)c5ccccc5)ncnc4c3cc2CO1
96,-3,98,-3,-5,97,2,95,-10,96,97,O=C(CN1C(=O)COc2ccccc21)N(Cc1ccc2c(c1)OCO2)CC1CCCO1 (stereo not given)
